Screening results deposited in PubChem by National Center for Advancing Translational Sciences (NCATS).
NPC1 prom act – activators of NPC1 promoter; Potency, µM (top dose mostly 9.22 µM), inactives show at the top dose activation, usual class: activators; Huh7 NPC1 promoter luciferase reporter, 24 h; 2.4% of 320,000 active; AID 485313;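 also: % of control where 0% means no effect; nearly all actives have a fitted effect of over 60% in size; reporter is driven by a mutant NPC1 promoter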
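Huh7 cells stably carrying NPC1 promoter–luciferase, plated in Opti-MEM with 10% FBS for 2 h, were exposed to compound in DMSO for 24 h at 37 °C; luciferase reagent was added for 10 min and luminescence read.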
ELG1 genotoxic – inducers of genotoxicity in HEK293T ELG1-luciferase cells; 1.3% of 330,000 active; HEK293T ELG1-luciferase reporter, luminescence, 16 h; Potency, µM (top dose mostly 46 µM), inactives show at the top dose activity change, positive = activation, usual class: activators; also: % of control where 0% means no effect; nearly all actives have a fitted effect of over 60% in size
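ELG1-luciferase HEK293T cells, 2,000/well; compound pinned in; 16 hr, 37 °C, 5% CO2; ONE-Glo, 30 min RT; luminescence on CCD imager.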
uPA generation – blocks generation of uPA at the cell surface | cell surface uPA generation assay, qHTS | Potency, µM (top dose mostly 38.3 µM), without a hit: at the top dose activity change, negative = inhibition, most hits filed as inhibitors | 0.31% of 330,000 active; active = well fitted inhibition curve with a large enough effect; inconclusive = small, poorly fitted or top-dose-only effect; inactive = no such curve, though single readings can be large or run the other way; tested in mouse RAW 264.7 cells; also: % is scaled to controls: 0 for no effect and ±100 for the full control effect; nearly all actives have a fitted effect of over 55% in size
VP16 counter – Gal4-VP16 reporter inhibition counter-screen; Drosophila S2 Gal4-VP16 UAS-luciferase, luminescence, 20 h; Potency, µM (highest dose often 53.6 µM), inactives show at the highest dose activity, negative = inhibition, actives largely listed as inhibitors; 3.5% of 310,000 active;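 also: Gal4-VP16 expression switched on by copper sulfate through the metallothionein promoter; % is scaled to controls: 0 for no effect and ±100 for the full control effect; nearly all actives have a fitted effect of over 50% in size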
BRCA1 expr act – activators of BRCA1 expression | MCF7-BRCA1-FFLuc reporter, luminescence, 48 h; response scale: scaled: vehicle 0%, 10 µM genistein 100% | AID 624202 | 1.1% of 380,000 active | Potency, µM (titrated, usually from 46.1 µM), for the others: at the highest dose activation, hits mostly activators; also: nearly all actives have a fitted effect of over 80% in size; some results filed as inactive show a strong effect at the top dose
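Luminescence from a BRCA1-driven firefly luciferase in MCF7 cells was read after 48 h compound exposure at 37 C. Data normalized against DMSO and a 10microM genistein activation control, then curve-fitted across the titration.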
MBNL1 CUG block – MBNL1-poly(CUG) RNA binding inhibition; Q9NR56; TR-FRET MBNL1-His/biotin-(CUG)12 binding, 665/545 ratio; Potency, µM (top dose mostly 57.5 µM), inactives show top-dose activity change, negative = inhibition, most hits filed as inhibitors; 0.036% of 280,000 active; active = well fitted inhibition curve with a large enough effect in the signal ratio, with a control signal flat, not every such curve was filed as active; inconclusive = small, poorly fitted or top-dose-only effect, or effect the other way, or a change in a side signal; inactive = no such curve, though single readings can be large or run the other way; the % refers to the signal ratio; also: % is scaled to controls: 0 for no effect and ±100 for the full control effect
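TR-FRET between His-tagged MBNL1 and biotin-(CUG)12 RNA, detected with Tb anti-His antibody (0.055 ng/ul) and streptavidin-XL665 (5 nM), 60 min at room temperature. Compounds titrated 92 nM to 58 uM; 665/545 nm ratio normalized to buffer and complex controls.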
Rab9 prom act – Rab9 promoter activation | Huh7 Rab9 promoter-luciferase reporter, luminescence, 24 h | Potency, µM (titrated, usually from 9.22 µM), for the others: top-dose activation, negative = inhibition, most hits filed as activators | 2.8% of 320,000 active | AID 485297; also: % of control where 0% means no effect; nearly all actives have a fitted effect of over 60% in size
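Luminescence read-out: Huh7 cells stably expressing Rab9-luciferase, treated 24 h with compound at 37 °C, then lysed with luciferase reagent for 10 min at ambient before reading.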
p53 reactivator – mutant p53 re-activation in reporter cells; H1299 p53-A138V BP100-luciferase reporter, luminescence, 24 h; Potency, µM (doses to about 92.2 µM), without a hit: at the top dose activity change, positive = activation, actives largely listed as activators; 0.063% of 320,000 active; AID 504706; also: % of control where 0% means no effect; nearly all actives have a fitted effect of over 45% in size
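p53-null H1299 cells stably carrying temperature-sensitive p53-A138V and a BP100-luciferase reporter were pinned with compounds (4-point, 1:5 series) and held 24 hrs at 37 deg C. Luminescence was read 10 min after detection reagent.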
RORg inh – blocks mouse ROR gamma transcriptional activity. AID 2551. Drosophila S2 Gal4-RORgamma UAS-luciferase reporter, 20 h. 5.4% of 310,000 active. Potency, µM (doses to about 53.6 µM), inactives show at the top dose activity change, negative = inhibition, actives largely listed as inhibitors. P51450; also: % is scaled to controls: 0 for no effect and ±100 for the full control effect; nearly all actives have a fitted effect of over 60% in size
Target sequence (P51450 whole entry, looked up, the tested form may be a part): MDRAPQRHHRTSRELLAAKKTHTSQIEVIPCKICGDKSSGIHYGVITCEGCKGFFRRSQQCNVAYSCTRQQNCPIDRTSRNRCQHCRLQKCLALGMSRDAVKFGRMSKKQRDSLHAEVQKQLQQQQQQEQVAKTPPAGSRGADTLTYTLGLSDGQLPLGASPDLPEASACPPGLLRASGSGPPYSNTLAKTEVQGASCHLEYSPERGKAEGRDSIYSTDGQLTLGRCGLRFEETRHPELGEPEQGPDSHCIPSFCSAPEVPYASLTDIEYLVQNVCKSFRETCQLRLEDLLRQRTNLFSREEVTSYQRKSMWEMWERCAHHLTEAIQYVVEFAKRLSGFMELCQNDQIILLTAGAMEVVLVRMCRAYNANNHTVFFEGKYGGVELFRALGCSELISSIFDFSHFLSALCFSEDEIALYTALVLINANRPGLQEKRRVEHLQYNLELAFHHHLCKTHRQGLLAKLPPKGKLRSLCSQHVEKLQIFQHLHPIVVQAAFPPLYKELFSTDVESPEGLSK
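Drosophila S2 cells stably expressing Gal4-DBD/mouse RORγ fusion under metallothionein promoter plus UAS-luciferase; compound 1 h, then 700 uM CuSO4 induction for 20 h at ambient temperature; inhibition read as reduced luminescence.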
FLuc counter – firefly luciferase modulation, counter-screen for miR-21 project; Potency, µM (titrated, usually from 57.5 µM), for inactives: top-dose activity change, negative = inhibition, hits mostly inhibitors; AID 588342; purified FLuc, Km substrates, luminescence inhibition; 6.9% of 360,000 active;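 also: plate controls were vehicle for no effect and reference inhibitor for full effect; nearly all actives have a fitted effect of over 55% in size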
Target sequence (P08659 whole entry, looked up): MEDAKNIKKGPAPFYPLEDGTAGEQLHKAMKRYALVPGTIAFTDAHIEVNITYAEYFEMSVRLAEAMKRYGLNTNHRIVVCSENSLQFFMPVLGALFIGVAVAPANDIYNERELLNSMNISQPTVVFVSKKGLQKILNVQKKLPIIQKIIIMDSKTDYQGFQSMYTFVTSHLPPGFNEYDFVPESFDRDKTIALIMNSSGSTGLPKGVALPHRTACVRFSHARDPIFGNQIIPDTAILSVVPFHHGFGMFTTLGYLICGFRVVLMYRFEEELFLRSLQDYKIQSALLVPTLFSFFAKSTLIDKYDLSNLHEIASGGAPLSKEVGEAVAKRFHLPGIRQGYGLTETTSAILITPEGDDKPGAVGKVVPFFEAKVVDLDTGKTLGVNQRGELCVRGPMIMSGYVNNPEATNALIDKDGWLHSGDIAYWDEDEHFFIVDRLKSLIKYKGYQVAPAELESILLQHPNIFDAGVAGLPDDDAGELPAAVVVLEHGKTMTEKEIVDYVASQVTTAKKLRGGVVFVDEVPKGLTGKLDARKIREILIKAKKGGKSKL
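Purified P. pyralis luciferase, 10 nM final, with Km-level 10 uM D-luciferin and 10 uM ATP in 50 mM Tris acetate pH 7.5, 10 mM Mg acetate, 0.01% Tween-20, 0.05% BSA; 6-point qHTS titration about 60 µM downward; luminescence read.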
* marks the source's active call; other numbers are inactive results; u = inconclusive; x = not tested or not shown; & = joins results of further samples; [ ] = remark or other dose. Unless noted, calls follow the shape of the dose curve; as a rule, active = well fitted curve in the direction sought with a large enough effect; inconclusive = small, poorly fitted or top-dose-only effect, or another doubt; inactive = no such curve, though single readings can be large; an effect the other way counts as inactive or inconclusive. Potency is read from the fitted curve at half-maximal effect.

Results follow in this order: NPC1 prom act | ELG1 genotoxic | uPA generation | VP16 counter | BRCA1 expr act | MBNL1 CUG block | Rab9 prom act | p53 reactivator | RORg inh | FLuc counter
- CCCCCCOc1ccc(/C(C)=N/NC2=NCCN2)cc1[N+](=O)[O-]
 : -13% | 5% | u | u | 52% | 11% | 2% | 2% | u | 6%
- CCN(CC)CCNC(=O)c1cc2c(s1)-c1ccccc1SC2
 : 2% | -1% | 3% | 0% | -39% | u | -6% | -4% | -25% | -3%
- CN(c1ccc(OCC(=O)N2CCN(c3ccc(F)cc3)CC2)cc1)S(=O)(=O)c1cccs1
 : -1% | -16% | -7% | -23% | -4% | 2% | 1% | -1% | u | -7%
- CCOC(=O)c1cnn(-c2cc(C)nc3c(-c4ccccc4)c(C)nn23)c1N
 : 1% | -3% | -1% | 3% | 1% | 13% | 3% | -1% | 0% | -3%
- C=CCN=c1scc(-c2ccc3c(c2)NC(=O)CO3)n1/N=C(\C)c1ccccn1
 : -33%[inhibitor] | -7% | -5% | u | -89% | 3% | -39%[inhibitor] | 1% | 11µM* | 6%
- CCOc1c2c(nc3ccc(Cl)cc13)CCC2
 : 2% | -1% | x | -24% | 10% | 6% | -1% | 5% | 11µM* | 1%
- COc1cc(NC(=O)c2c(F)cccc2F)c(Cl)cc1Cl
 : -1% | -1% | -3% | 21% | 37% | 0% | -3% | 0% | u | -4%
- COCCCNC(=S)N1CCN(S(C)(=O)=O)CC1
 : 1% | 2% | 0% | -10% | -2% | x | -3% | 4% | -10% | 0%
- N#Cc1ccc(CSc2ncccn2)cc1
 : 3% | 10% | 11% | 14% | 50% | 2% | 19% | x | -36%[1.91 µM] | -5%
- O=C(O)c1ccccc1-n1cccc1C(=O)O
 : 5% | 2% | 2% | 1% | -9% | -6% | -4% | -1% | -4% | 0%

The list goes on; the last three above are carried over.
Results follow in this order: NPC1 prom act | ELG1 genotoxic | uPA generation | VP16 counter | BRCA1 expr act | MBNL1 CUG block | Rab9 prom act | p53 reactivator | RORg inh | FLuc counter
- COCCCNC(=S)N1CCN(S(C)(=O)=O)CC1
 : 1% | 2% | 0% | -10% | -2% | x | -3% | 4% | -10% | 0%
- N#Cc1ccc(CSc2ncccn2)cc1
 : 3% | 10% | 11% | 14% | 50% | 2% | 19% | x | -36%[1.91 µM] | -5%
- O=C(O)c1ccccc1-n1cccc1C(=O)O
 : 5% | 2% | 2% | 1% | -9% | -6% | -4% | -1% | -4% | 0%
- CCCCCCn1c(NCC)nc2c1c(=O)n(C)c(=O)n2C
 : -21% | -5% | -10% | -14% | -34% | -9% | -26% | -1% | -35% | -2%
- O=C(NCc1ccc2c(c1)OCO2)c1ccncc1
 : -1% | 0% | x | -5% | -22% | 2% | -2% | -6% | 0% | 1%
- Cc1nc2ccccn2c1-c1csc(Nc2ccc(C(=O)O)cc2)n1
 : -6% | 6% | -17% | 1% | 5% | 17% | -2% | -6% | 6% | u
- O=C(CSc1nnnn1-c1ccc(F)cc1)c1ccc(O)c(O)c1
 : -13% | -12% | -10% | -27%[10 µM] | -40% | u | -19% | 6% | 0% | u
- O=C(NNC(=O)C1CC1c1ccccc1)c1ccccc1[N+](=O)[O-] (stereo not given)
 : -1% | -2% | 5% | 6% | 0% | 14% | -1% | 0% | -1% | -1%
- Cc1ccc(C2C3=C(CC(C)(C)CC3=O)Nc3[nH]c(=S)[nH]c(=O)c32)cc1 (stereo not given)
 : -2% | 0% | 4% | -4% | -5% | 8% | 0% | -9% | 19% | 0%
- O=C(NNc1cccc(Cl)n1)Nc1ccccc1
 : -1% | 4% | 4% | 1% | -1% | 6% | -3% | -1% | 10% | -2%
- COCCNC(=O)Nc1ccc(F)cc1
 : -9% | 0% | 0% | -1% | 0% | 2% | -3% | 14% | -1% | 1%
- CC1(c2ccc3ccccc3c2)NC(=O)N(CC(=O)NCc2cccs2)C1=O (stereo not given)
 : -4% | 1% | -8% | -6% | 3% | 133%[activator] | -4% | -4% | u | 5%
- O=C(c1ccc(N2CCOCC2)cc1)N1CCCC(Nc2ccccc2)C1 (stereo not given)
 : -6% | -3% | 6% | 5% | -2% | -2% | -2% | -3% | 1% | 2%
- CCCCNS(=O)(=O)c1ccc2nc(-c3cccnc3)cc(C(=O)NC3CCCC3)c2c1
 : -3% | 14% | -3% | -13% | -4% | 6% | -1% | -1% | -11% | -1%
- CCCCn1c(N)c(N(Cc2ccccc2OC)C(=O)CC2OC(=O)c3ccccc32)c(=O)[nH]c1=O (stereo not given)
 : 2% | 2% | 2% | x | -9% | x | -4% | -2% | x | -1%
- CC(Nc1nc(N2CCN(CCO)CC2)nc2ccccc12)c1ccccc1 (stereo not given)
 : 1% | -3% | x | -11% | -19% | -2% | -6% | 1% | 17% | 0%
- C=CCn1c(SCC(=O)NC2CC2)nnc1C1CC1
 : 1% | 0% | 7% | x | 0% | -1% | -6% | x | x | 0%
- COc1cc(C(c2sc3nc(C)nn3c2O)N2CCOCC2)cc(OC)c1OC (stereo not given)
 : -1% | 2% | -1% | 3% | 2% | -17% | -1% | 0% | 17% | -1%
- CCOC(=O)N1CCN(C(c2ccc(C(C)C)cc2)c2sc3nc(C)nn3c2O)CC1 (stereo not given)
 : 0% | -8% | -13% | 17% | -11% | 3% | -8% | -9% | -38% | -1%
- CN(C(=O)COC(=O)Cc1ccccc1[N+](=O)[O-])C1CCS(=O)(=O)C1 (stereo not given)
 : x | 2% | -5% | x | 8% | x | x | 3% | x | x
- Cc1cc(N)n(-c2ccccc2C)n1
 : 0% | 0% | -1% | -2% | -3% | -8% | 1% | 5% | -9% | -2%
- O=C(Nc1ccc([N+](=O)[O-])cn1)c1cccnc1
 : 0% | 2% | -1% | 0% | 13% | 25% | -6% | 13% | u | -3%
- CN(C(=O)CSc1nc(O)cc(=O)n1-c1ccccc1F)c1ccccc1
 : -2% | 4% | 8% | 15% | 4% | 0% | 13% | -11% | 10% | 0%

Reprinted from the part before: 3 entries, then new ones.
Results follow in this order: NPC1 prom act | ELG1 genotoxic | uPA generation | VP16 counter | BRCA1 expr act | MBNL1 CUG block | Rab9 prom act | p53 reactivator | RORg inh | FLuc counter
- Cc1cc(N)n(-c2ccccc2C)n1
 : 0% | 0% | -1% | -2% | -3% | -8% | 1% | 5% | -9% | -2%
- O=C(Nc1ccc([N+](=O)[O-])cn1)c1cccnc1
 : 0% | 2% | -1% | 0% | 13% | 25% | -6% | 13% | u | -3%
- CN(C(=O)CSc1nc(O)cc(=O)n1-c1ccccc1F)c1ccccc1
 : -2% | 4% | 8% | 15% | 4% | 0% | 13% | -11% | 10% | 0%
- O=C(COc1cc(O)c2c(=O)cc(-c3ccccc3)oc2c1)c1ccccc1
 : 0% | 1% | 2% | 1% | -28% | -2% | -10% | 0% | -2% | -1%
- COc1ccccc1-c1cnnc(N/N=C/c2ccc(-c3cccc(Br)c3)o2)n1
 : -6% | -4% | x | 2µM* | -29% | -2% | 0% | 1% | 1µM* | -8%
- O=C(c1ccc(F)c(F)c1)N1CCC2(CC1)NCCc1[nH]cnc12
 : -3% | 0% | 1% | 0% | 4% | -6% | -2% | 2% | -11% | 1%
- O=C(Cc1ccc(F)cc1)N1CCN(c2ccc([N+](=O)[O-])cc2)CC1
 : 0% | -3% | -6% | 6% | -20% | u | -1% | 4% | u | 0%
- O=C1CCCC2=C1C(c1ccc(O)c(O)c1)c1c(ccc3ncccc13)N2 (stereo not given)
 : 2% | 14% | 1% | -5% | -2% | x | -2% | -5% | 17% | u
- COc1cccc(-c2ccc3ncnc(NCc4cccs4)c3c2)c1
 : -1%&2% | -8% | -3% | -20% | -50% | x | -4%&-6% | -23% | 41% | 0%&0%
- C=C[C@H]1C(O[C@@H]2O[C@H](CO)[C@@H](O)[C@H](O)[C@H]2O)OC=C2C(=O)N3CCc4cc(OC)c(O)cc4[C@H]3C[C@H]21 (stereo not given in full)
 : x | 0% | 2% | x | -4% | x | x | 7% | x | x
- C[C@H](CO)N1C[C@H](C)[C@@H](CN(C)C(=O)Nc2ccc(C(F)(F)F)cc2)Oc2ccc(NC(=O)Cn3cnnn3)cc2C1=O
 : x | 4% | 16% | x | -9% | x | x | 0% | x | x
- CCc1nc2sc3c(=O)[nH]cnc3c2c2c1CSC(C)(C)C2
 : -2% | 7% | -5% | 2% | -4% | -9% | -3% | -1% | 27% | -1%
- CCN(C(=O)Cn1cnc2cc([N+](=O)[O-])ccc2c1=O)C1CCS(=O)(=O)C1 (stereo not given)
 : 1% | -5% | -1% | 0% | -16% | u | -2% | 2% | -3% | 1%
- Fc1ccccc1COc1ccc(Br)cc1CNCC1CCCO1 (stereo not given)
 : 0% | -14% | -8% | -19% | -20% | 5% | -8% | -7% | -4% | 3%
- CCOC1=C/C(=C/c2c(N)n3oc(C)cc3nc2=O)C=CC1=O
 : -5% | -3% | x | -3% | x | u | -7% | 2% | 7% | -12%
